From PubChem BioAssay
Calb biofilm kill: kills Candida albicans biofilms | C. albicans biofilm + clotrimazole, Alamar Blue | inhibition, % at 6 µM | actives 0.14% (n = 85,000) | AID 834;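 active = inhibition above 20%; inactive = inhibition below 20%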;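 note: preformed 24 hr biofilms exposed to compound for 48 hr; 0% = biofilm without compound and 100% = blank killed by clotrimazole plus chlorhexidine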
HUVEC tox IL1B: HUVEC cytotoxicity counter-screen, IL-1B stimulated; actives 0.41% (n = 94,000); AID 845; HUVEC cell count loss, Hoechst imaging; cell count reduction, % at 2 µM;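 active = cell count reduction more than 3 SD above the screen-wide mean, cut at about 70% in these data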;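 note: normalized per plate to untreated control cells as the no-loss baseline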
VCAM1 TNFa inh: reduces TNF alpha induced VCAM1 expression in HUVEC. HUVEC TNFa-induced VCAM-1 immunofluorescence, high-content imaging. actives 0.48% (n = 95,000). inhibition, % at 2 µM;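 active = inhibition above the batch mean plus 3 SD, with images confirmed as a hit by eye, cut at about 37% in these data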;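 note: 0% = TNF-stimulated DMSO wells and 100% = unstimulated control wells; not every result past the cut was called active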
cytoskel mod: cytoskeleton assembly modification. inhibition, % at 2 µM. actives 0.18% (n = 91,000). HUVEC TNFa F-actin phalloidin imaging, high content;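 active = inhibition above the batch mean plus 3 SD and confirmed as a hit by visual image inspection, cut at about 30% in these data, passing the limit was not always enough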; note: strong numbers were not always called active
HUVEC tox TNFa: HUVEC cytotoxicity counter-screen, TNF alpha stimulated; HUVEC TNFalpha-stimulated, Hoechst cell count, imaging; cell count reduction, % at 2 µM; actives 0.17% (n = 93,000);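 active = cell count reduction exceeding the screen mean by over 5 SD, scaled to untreated wells per plate, cut at about 78% in these data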;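 note: cells counted after 24 h of TNF alpha exposure following the 1 h pretreatment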
PTPN22 inh 2: inhibitors of human LYP (PTPN22) phosphatase; actives 0.21% (n = 96,000); recombinant LYP catalytic domain, DiFMUP fluorescence; AID 640; inhibition, % at 2 µM;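 active = inhibition at 2 µM at or above a set limit, the screen mean plus 3 SD, cut at about 24% in these data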;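 note: 0% = DMSO with enzyme and 100% = enzyme fully blocked by orthovanadate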
DAT uptake mod: human DAT dopamine uptake with cocaine, either direction; Q01959; LLC-PK1 hDAT cells, [14C]-dopamine uptake with cocaine IC80; actives deviate in either direction; B-score at 10 µM; actives 1.3% (n = 110,000); AID 449768;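 active = Z score or B-score, a plate-position-corrected score, falls beyond the plate's 99.7% confidence bounds, in either direction; inactive = both scores lie inside the 99.7% bounds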;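 note: scored against the spread of the other compound wells on the same plate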
Target sequence (Q01959 whole entry, looked up): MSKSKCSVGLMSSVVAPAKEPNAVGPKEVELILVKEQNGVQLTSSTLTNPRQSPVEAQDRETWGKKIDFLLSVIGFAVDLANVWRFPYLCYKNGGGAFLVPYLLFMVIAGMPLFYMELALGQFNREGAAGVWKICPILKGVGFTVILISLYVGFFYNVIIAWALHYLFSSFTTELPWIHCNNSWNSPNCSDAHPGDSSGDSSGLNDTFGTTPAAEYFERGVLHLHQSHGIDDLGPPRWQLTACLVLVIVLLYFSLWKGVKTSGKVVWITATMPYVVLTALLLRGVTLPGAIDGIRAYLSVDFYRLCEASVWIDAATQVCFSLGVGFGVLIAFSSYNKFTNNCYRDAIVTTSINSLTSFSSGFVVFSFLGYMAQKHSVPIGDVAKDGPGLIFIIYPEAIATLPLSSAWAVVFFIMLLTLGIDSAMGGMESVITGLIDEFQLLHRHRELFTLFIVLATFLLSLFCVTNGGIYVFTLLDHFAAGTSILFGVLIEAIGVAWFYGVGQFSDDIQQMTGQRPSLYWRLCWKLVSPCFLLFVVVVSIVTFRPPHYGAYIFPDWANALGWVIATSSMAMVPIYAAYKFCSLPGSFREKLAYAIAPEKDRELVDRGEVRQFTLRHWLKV
MT1-MMP txn act: activates MT1-MMP transcription. activation factor at 10 µM. actives 0.16% (n = 86,000). HT1080 MT1-MMP promoter luciferase reporter, luminescence, overnight; active compounds read high. AID 750;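 active = activation factor of at least 2 for MT1-MMP transcription at 10 µM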
Smad3 inh: blocks human Smad3 binding to FoxH1 peptide. TR-FRET Smad3/Dy647-FoxH1 peptide binding, europium anti-His. inhibition, % at 25 µM. actives 0.29% (n = 88,000);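 active = compounds that reduce the energy-transfer binding signal between the protein and its labelled peptide by more than half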;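 note: 0% = Smad3 plus labelled peptide maximal FRET and 100% = peptide-only background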
Target sequence (P84022 whole entry, looked up): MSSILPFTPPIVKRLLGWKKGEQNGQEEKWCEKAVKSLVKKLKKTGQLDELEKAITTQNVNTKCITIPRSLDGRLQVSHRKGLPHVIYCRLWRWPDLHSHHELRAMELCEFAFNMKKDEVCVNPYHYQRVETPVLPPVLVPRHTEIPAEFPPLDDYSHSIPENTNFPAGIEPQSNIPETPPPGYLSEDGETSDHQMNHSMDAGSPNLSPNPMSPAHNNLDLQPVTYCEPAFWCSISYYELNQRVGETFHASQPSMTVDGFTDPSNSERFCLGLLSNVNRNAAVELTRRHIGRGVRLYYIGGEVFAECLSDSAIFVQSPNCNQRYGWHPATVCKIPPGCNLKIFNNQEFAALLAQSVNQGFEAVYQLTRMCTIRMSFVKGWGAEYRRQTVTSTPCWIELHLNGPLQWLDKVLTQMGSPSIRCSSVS
* hit, by the source's call; / = not tested or not shown; [ ] = another dose, or the depositor's remark.

Screens in order: Calb biofilm kill	HUVEC tox IL1B	VCAM1 TNFa inh	cytoskel mod	HUVEC tox TNFa	PTPN22 inh 2	DAT uptake mod	MT1-MMP txn act	Smad3 inh
Cc1ccc(S(=O)(=O)N2CCCC2C(=O)OCc2nc3ccccc3s2)cc1 (stereo unspecified)
  8	23	-6	-11	5	11	-0.34	1.3	-5
Cc1ccc(CNC(=O)c2ccccc2N)cc1
  3	-18	-8	8	4	60*	0.18	1.2	9
COc1cc(C(=O)OCC(=O)NCc2ccccc2)cc(NC(=O)c2ccco2)c1OC
  6	3	16	-11	-16	6	0.44	1.1	-239
O=C(OCC1OC(n2cnc3c(N(C(=O)c4ccccc4)C(=O)c4ccccc4)ncnc32)C(O)C1F)c1ccccc1 (stereo unspecified)
  8	-14	2	-5	-19	60*	0.84	1.2	0
O=C(CN1CCOCC1)Nc1ccccc1
  3	-18	-23	-2	-18	-3	-0.44	/	6
CCOC(=O)c1c(NC(=O)c2cccc(N3C(=O)CCC3=O)c2)sc(C)c1C
  /	21	11	-21	3	8	1	/	/
CCC(Sc1nc(=O)cc(N)n1-c1ccccc1)C(=O)Nc1cc(C)on1 (stereo unspecified)
  9	-33	-4	-18	-27	-3	0.024	1.1	3
CCn1c2ccccc2c2cc(/C=N/NC(=O)c3ccccc3)ccc21
  /	-96	-2	27	-12	-7	0.45	/	/
COc1ccccc1-n1c(SCC(=O)Nc2ccccc2F)nc2[nH]ncc2c1=O
  /	5	-6	-9	-2	-7	2	1.2	-1
CC12CN(C(=O)c3ccco3)CC(c3ccccc3)(CN(C(=O)c3ccco3)C1)C2=O
  4	-17	-2	2	-5	-1	0.51	1	-7
Cc1nc(C)c(C(=O)N/N=C/c2cn(C)c3ccccc23)s1
  /	-7	1	-25	-16	-2	2.1	/	/
COC(=O)c1ccccc1NC(=O)CNC(=O)c1ccco1
  7	17	-5	-7	16	7	-0.68	1	2
CCN(CC)CCN1C(=O)C(O)=C(C(=O)c2ccco2)C1c1ccccn1 (stereo unspecified)
  12	11	-4	-12	-12	-4	0.26	1.1	5
O=C(c1cn[nH]c1)c1cc(F)ccc1O
  3	-47	10	-2	-6	2	-0.17	1.1	-7
Cn1c(C(O)c2ccc3c(c2)OCO3)nc2ccccc21 (stereo unspecified)
  5	84*	-6	12	-11	12	0.04	1.3	-1
Cc1cccc(NC(=O)c2cnc3ccccn3c2=O)c1
  10	/	/	/	/	/	-0.12	1	7
Nn1c(SCC(=O)Nc2ccc(F)cc2)nnc1-c1ccccn1
  2	15	1	-12	1	-15	-0.47	1.2	-5
CNc1csc(C)c(C)c1=O
  -1	8	-18	11	-14	-9	0.039	1	14
Cc1ccc(C(=O)Nc2cc3c(oc2=O)CCCC3=O)cc1
  /	15	2	-12	-3	-2	-0.93	/	/
CC(C)(Oc1ccc(-c2ccco2)cc1)C(=O)O
  6	/	/	/	/	/	-0.074	0.9	8
COc1cccc(C(=O)OCc2ccccc2C#N)c1O
  2	12	15	0	20	9	-0.33	1.1	10
CCOC(=O)c1ccccc1NC(=O)c1cc2sccc2n1C
  5	-31	13	-15	0	-7	-0.84	1.1	10
N#Cc1cccc(NC(=O)CSc2ccccc2)c1
  6	-4	6	-2	4	8	0.19	1	4[fluorescence artefact?]
CC([NH2+][O-])C(C)(C)NO (stereo unspecified)
  6	4	5	7	0	-8	-0.82	1.2	5
C=C(C)CSc1nncn1/N=C/c1ccc(OC)cc1
  8	/	-6	8	-39	-4	1.3	1.9	3
N#Cc1c(Nc2ccc(F)cc2)sc(C(=O)c2ccc(F)cc2)c1N
  /	4	12	1	-17	18	-0.19	/	/
CCN(CC)CCCn1c(=S)[nH]c2ncccc2c1=O
  -2	-21	-10	4	5	4	1.6	1.1	2
COc1ccc(-c2c(NC(=O)C(C)C)n(C)c3ccccc3c2=O)cc1
  4	-4	8	-11	-16	2	-0.58	1.2	3
NC(=O)CSc1nnc(C2CC2)n1-c1ccccc1
  8	7	17	-7	-2	-11	-9.3*	1	-12
Cc1ccccc1NC1(C#N)C(=O)Nc2ccccc21 (stereo unspecified)
  -4	5	7	10	-5	6	0.023	1.1	-1
O=C1CCCC/C1=C\Nc1ccc(Cl)cn1
  /	-6	-6	-13	6	-1	-0.85	1.1	/
COc1ccc(CN(Cc2cccnc2)S(=O)(=O)c2ccc(-n3cnnn3)c(C)c2)cc1OC
  3	2	1	43	-11	3	0.25	1.1	12
Cn1c2c(c(=O)n(C)c1=O)C(C(F)(F)F)(C(F)(F)F)N=C(c1ccccc1Cl)N2
  /	16	14	-1	-3	-2	-1.7	/	/
OCCN=Cc1c(O)[nH]c2ccccc12
  3	15	-2	-11	6	-1	-0.61	1	-3
O=C(c1nn2c(C(F)(F)F)cc(-c3ccccc3)nc2c1Cl)N1CCOCC1
  -1	4	/	9	/	1	1.4	1	4
Cc1ccc(S(=O)(=O)Nc2nncs2)cc1
  10	-30	13	12	-6	-6	-0.075	1	19
COc1ccc2nc(NC(C)=O)sc2c1
  -1	-4	1	-13	-13	4	0.66	1.8	6
Cc1nnc(Nc2ccc3c(c2)ncn3C)c2ccccc12
  5	-41	4	24	7	-4	0.29	1.3	-2
C=CCN(CC=C)Cc1ccc(C(=O)OC)o1
  7	8	8	23	-40	-2	-0.031	1.1	-9
O=C(NCCc1ccccc1)C1CCN(S(=O)(=O)c2cccnc2)CC1
  22*	-62	2	-6	-2	-2	-1.2	1.1	4
COc1cc2c(cc1OC)CN(C(=O)C1(c3ccccc3)CC1)CC2
  8	24	-6	-29	6	-8	0.76	1	-8
Cc1ccc(NC(=O)COC(=O)c2ccn(C)n2)cc1
  5	-16	-53	-5	6	-14	-1.3	1	3[fluorescence artefact?]
COc1ccc(OC(C)C(=O)N2CCC(C)CC2)cc1 (stereo unspecified)
  0	-7	18	2	1	-10	-0.72	1.1	9
CCCCCCc1nnc(N)s1
  4	1	13	4	-30	4	-0.014	1.1	6
O=C(Nc1sc2c(c1C(=O)NCC1CCCO1)CCCC2)c1cccs1 (stereo unspecified)
  2	-31	0	-20	-7	2	-2.1	1.2	11
S=c1nc(C2CCCCC2)[nH][nH]1
  4	2	-3	12	-26	-7	0.8	1.1	-4
CC(C)CCn1c(CN2CCN(C(=O)c3ccco3)CC2)nc2c1c(=O)n(C)c(=O)n2C
  -8	7	1	-14	10	-7	0.53	1	-4
CSc1nc2ccc(NC(=O)C3CC(=O)N(Cc4ccccc4)C3)cc2s1 (stereo unspecified)
  4	-8	1	-2	1	-1	-0.7	1.1	1
NC(=O)C(c1ccc(Cl)cc1)c1ncc(C(F)(F)F)cc1Cl (stereo unspecified)
  /	-1	-7	12	14	9	0.18	/	/
Cc1cccc(N=c2oc3cc(O)ccc3cc2C(N)=O)c1
  -1	-7	-3	-30	10	0	2.2	1.6	5
CCN(CCN(C)C)C(=O)Cn1ncc2c1-c1cc(C)ccc1OC2
  -1	-8	18	-1	-23	-13	-0.43	1.1	-5
COc1cc(NC(=O)C2CCC(CNc3c(N4CCCCC4)c(=O)c3=O)CC2)cc(OC)c1 (stereo unspecified)
  4	/	/	/	/	/	-1.1	1	-4
Cc1ccc(NC(=O)c2ccc(OC(=S)N3CCOCC3)cc2)cc1
  /	-84	6	17	-14	-2	-0.049	/	/
O=C(Cn1nc(Cc2cccnc2)c2ccccc2c1=O)N1CCN(c2ccccn2)CC1
  4	3	9	-3	-28	0	-0.54	1	8
Cc1ccc(NC(=O)CS(=O)(=O)c2c[nH]c3ccccc23)c(C)c1
  10	8	9	1	3	3	0.53	1.1	9
O=C(N/C(=C\c1cccs1)C(=O)N1CCCCCC1)c1ccccc1
  6	-14	16	-1	-9	1	0.31	1.1	-17
Cc1cc(C)n2nc(SCc3nc4ccccc4[nH]3)nc2n1
  16	20	7	-5	-7	-1	0.32	1.1	-5
CC(C)(C)OC(=O)NCCCC(CCCNC(=O)OC(C)(C)C)C(=O)O
  0	-4	13	-21	-38	6	-0.98	1.1	-4
CCCc1nc(N)c(C#N)c(N)c1C#N
  7	-21	12	-40	-23	-3	0.25	1.2	-4
CCCCCCC(=O)Nc1nc(C)c(-c2csc(Nc3cc(OC)ccc3OC)n2)s1
  /	-5	4	-22	-4	11	2.4*	/	/

Profiles, quoted from the list:
CCCCCCC(=O)Nc1nc(C)c(-c2csc(Nc3cc(OC)ccc3OC)n2)s1 is listed as Calb biofilm kill: /; HUVEC tox IL1B: -5; VCAM1 TNFa inh: 4; cytoskel mod: -22; HUVEC tox TNFa: -4; PTPN22 inh 2: 11; DAT uptake mod: 2.4*; MT1-MMP txn act: /; Smad3 inh: /
O=C(Cn1nc(Cc2cccnc2)c2ccccc2c1=O)N1CCN(c2ccccn2)CC1 is listed as Calb biofilm kill: 4; HUVEC tox IL1B: 3; VCAM1 TNFa inh: 9; cytoskel mod: -3; HUVEC tox TNFa: -28; PTPN22 inh 2: 0; DAT uptake mod: -0.54; MT1-MMP txn act: 1; Smad3 inh: 8

(cont.)
Screens in order: Calb biofilm kill	HUVEC tox IL1B	VCAM1 TNFa inh	cytoskel mod	HUVEC tox TNFa	PTPN22 inh 2	DAT uptake mod	MT1-MMP txn act	Smad3 inh
Cc1ccc(Nc2cc(-n3nc(C)cc3C)ncn2)c(C)c1
  9	/	/	/	/	/	0.0041	1	-2
CCCCn1nc(NC(=O)c2cccs2)c2cc3ccccc3nc21
  8	-8	-8	-15	-30	4	0.82	1	2
CCOCCCNC(=O)c1c[nH]c2ccc(C)cc2c1=O
  6	-13	3	-18	-18	0	0.94	1.2	2
COc1ccc(C2C(C(=O)c3cccs3)=C(O)C(=O)N2c2nnc(C)s2)cc1OC (stereo unspecified)
  5	8	15	3	-19	-4	-0.0073	1.2	7
COc1ccc(-n2c(=O)[nH]cc(C(=O)N3CCCc4ccccc43)c2=O)cc1
  0	-5	-8	-5	-12	-5	0.19	1.3	-23
CN(C(=O)COC(=O)C1CCN(S(=O)(=O)c2cccs2)CC1)C1CCS(=O)(=O)C1 (stereo unspecified)
  3	-8	/	/	/	9	-2.6	1.2	-2
Cc1cc(C)nc(-n2nc(C)cc2NC(=O)CN2CCC(C)CC2)n1
  /	6	-9	/	41	0	1.9	1.4	-20
COc1ccccc1NC(=O)CN1CCC(C(=O)c2ccc(F)cc2)CC1
  4	-10	5	-5	-7	18	/	1.2	1
CC12CCC(c3c(CO)nn(-c4ccccc4)c31)C2(C)C (stereo unspecified)
  0	21	5	-8	-10	3	0.039	1.1	-4
Cc1cccnc1NC(=O)C1CCN(S(=O)(=O)c2cccs2)CC1
  0	14	10	1	31	2	-1	0.9	12
CCn1c(SCC(=O)Nc2cc3oc4ccccc4c3cc2OC)nnc1-c1cccs1
  8	-6	15	9	-31	-20	1.2	1.3	7
O=C(COC(=O)c1ccccc1NC(=O)c1ccccc1)c1ccc([N+](=O)[O-])cc1
  /	-12	-4	-20	8	7	1.4	/	/
O=C(Nc1sccc1C(=O)N1CCOCC1)c1cccnc1
  5	-195	-4	1	4	8	0.91	1.1	4
CCc1cc2c(=O)c(-c3nc4ccccc4n3C)c(C)oc2c(CN2CCN(CCO)CC2)c1O
  /	3	10	-3	-7	-6	-0.75	1.1	/
Cc1cc(NC(=O)CN2CCOCC2)n(-c2nc3ccccc3s2)n1
  8	-124	-3	-11	-2	-15	0.0011	1.2	-9
O=C(CSc1nnc(CNc2ccc(F)cc2)n1CC1CCCO1)Nc1ccccc1 (stereo unspecified)
  10	15	10	5	-17	15	0.63	1.3	-5
CCC(=O)NS(=O)(=O)c1cccnc1Nc1ccccc1Cl
  /	5	-12	10	-35	-9	/	/	/
Cc1ccc(NC2=NC(C(=O)Nc3ccc(C)c(C)c3)CC(=O)N2)cc1 (stereo unspecified)
  -3	2	2	2	-13	-2	-0.0086	1.1	-5

A portion of the library; rates above refer to the full screens.
